# HTT cytoprotect – cytoprotection in Huntington HTT-Q103 PC12 cell model | PC12 HTT-Q103 induced, cytoprotection, ATP luminescence, 40 h | Potency, µM (titrated, usually from 56.4 µM), for the others: cytoprotection (ATP increase), actives largely listed as activators | hit rate 0.14% among 230,000;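 further: % of control where 0% means no effect; nearly all actives have a fitted effect of over 45% in size; toxic huntingtin expression switched on by the ecdysone agonist tebufenozide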
#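 Cells were plated at 1500 per well in phenol red-free DMEM with 5% equine and 5% calf serum. Tebufenozide (100 nM final) and compounds were added, then ATPlite reagent, and luminescence was read.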
# Tau fibril FP – inhibitors of human tau fibril formation | P10636 | K18 P301L tau heparin fibrillization, Alexa594 FP, 6 h | Potency, µM (titrated, usually from 57.7 µM), for the others: at the top dose activity, negative = inhibition, usual class: inhibitors | hit rate 0.39% among 280,000 | AID 1468; further: on the % scale 0 is the no-effect control and ±100 the full control effect; nearly all actives have a fitted effect of over 55% in size
# Target sequence (P10636 561-689 P618L limits assumed): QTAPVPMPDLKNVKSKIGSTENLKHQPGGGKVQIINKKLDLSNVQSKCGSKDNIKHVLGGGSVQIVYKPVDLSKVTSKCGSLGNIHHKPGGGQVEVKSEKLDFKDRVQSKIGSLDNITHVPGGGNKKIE
#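 Human K18 P301L fragment (15 uM unlabeled plus 0.24 uM Alexa 594-labeled) in 100 mM sodium acetate pH 7 with compound, aggregation induced by 20 uM heparin for 6 hr at 37 C. ThT (30 uM) added for 1 hr, then Alexa 594 FP read.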
# Tau ThT inhib – blocks human tau fibril formation measured by thioflavin T. P10636. recombinant tau K18 P301L, heparin-induced fibrillization, ThT fluorescence. Potency, µM (series often up to 57.4 µM), without a hit: at the highest dose activity, negative = inhibition, usual class: inhibitors. hit rate 2.1% among 270,000; further: on the % scale 0 is the no-effect control and ±100 the full control effect; nearly all actives have a fitted effect of over 55% in size
#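 Heparin-induced (20 uM) aggregation of recombinant human K18 P301L tau, 15 uM unlabeled with 0.24 uM labeled, pH 7 acetate buffer, 6 hr at 37 C with compound. Fibrils quantified by 30 uM ThT fluorescence after 1 hr ambient incubation.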
# GAA inh – alpha-glucosidase (human) inhibition; purified human GAA, 4-MU-alpha-glucoside fluorescence; Potency, µM (highest dose often 76.9 µM), inactives show at the top dose activity change, negative = inhibition, usual class: inhibitors; hit rate 0.005% among 200,000; AID 1466;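 further: plate controls were uninhibited enzyme wells for no effect and no-enzyme background for full effect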
#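 Activity normalized between no-enzyme (basal) and enzyme-only wells. Conditions: 4 nM human enzyme, 400 uM fluorogenic substrate, citrate/phosphate pH 5.0 with Tween-20, 20 min room temperature, compounds up to 77 uM.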
# GLA spleen mod – inhibits or activates alpha-galactosidase in human spleen homogenate; human spleen homogenate, 4MU-alpha-Gal fluorescence, 40 min; hit rate 0.008% among 240,000; Potency, µM (highest dose often 80 µM), for inactives: at the top dose activity change, negative = inhibition, most hits filed as inhibitors; AID 2107;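 further: 0% = enzyme with vehicle and -100% = no enzyme basal signal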
# Target sequence (P06280 32-429 limits assumed): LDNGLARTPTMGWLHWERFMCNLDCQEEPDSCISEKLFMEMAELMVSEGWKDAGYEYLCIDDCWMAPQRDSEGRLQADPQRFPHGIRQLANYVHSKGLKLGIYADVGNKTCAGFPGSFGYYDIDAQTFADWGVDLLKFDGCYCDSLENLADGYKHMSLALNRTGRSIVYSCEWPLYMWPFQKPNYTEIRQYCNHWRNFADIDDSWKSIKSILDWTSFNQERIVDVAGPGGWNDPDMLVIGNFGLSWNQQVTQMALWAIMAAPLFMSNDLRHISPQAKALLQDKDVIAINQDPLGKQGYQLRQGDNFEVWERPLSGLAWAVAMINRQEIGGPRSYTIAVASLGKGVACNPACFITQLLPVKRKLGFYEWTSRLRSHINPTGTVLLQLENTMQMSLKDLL
#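 Inhibition or activation of alpha-galactosidase in human spleen homogenate is scored by 4-MU fluorescence after 40 min at 37C, pH 5.0, with 1 mM substrate. AC50s come from concentration-response fitted to the Hill equation.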
# GAA spleen mod – inhibitors or activators of human alpha-glucosidase in spleen homogenate; P10253; human spleen homogenate, 4-MU-alpha-glucoside fluorescence; Potency, µM (top dose mostly 79.9 µM), inactives show at the highest dose activity change, negative = inhibition, usual class: inhibitors; hit rate 0.006% among 240,000; AID 2112;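 further: 0% = enzyme with vehicle and -100% = no enzyme basal signal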
#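 Human spleen homogenate (1 ug) incubated with compounds and 1 mM 4-methylumbelliferyl-alpha-D-glucopyranoside in pH 5.0 citrate/phosphate buffer, 37 C, 40 min. Stopped at pH 10; 4-MU fluorescence (Ex 365/Em 440 nm); AC50 by Hill fit.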
# Tau fluor counter – counter-screen for tau fibril formation inhibitors; tau K18 P301L (four-repeat tau fragment) Alexa594 fluorescence, heparin fibrillization; Potency, µM (highest dose often 57.7 µM), for the others: at the top dose activity change, negative = decrease; hit rate 0.93% among 280,000; further: on the % scale 0 is the no-effect control and ±100 the full control effect; nearly all actives have a fitted effect of over 55% in size
#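 Human K18 P301L tau (15 uM unlabeled plus 0.24 uM Alexa 594-labeled, final) in 100 mM sodium acetate pH 7 was mixed with compound and 20 uM heparin and incubated 6 hr at 37 C.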
# GAA glycogen mod – alters human alpha-glucosidase cleavage of glycogen | hit rate 0.38% among 300,000 | recombinant GAA, glycogen substrate, Amplex Red glucose oxidase fluorescence | Potency, µM (doses to about 76.4 µM), for the others: at the highest dose activity change, negative = inhibition, actives largely listed as inhibitors;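 further: 0% = full enzyme reaction and -100% = no-enzyme basal signal; the screen sought inhibitors and activators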
#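 Recombinant human enzyme (4 nM); glycogen substrate; 37 C, 40 min, pH 5.0. Readout: coupled glucose oxidase/Amplex Red fluorescence.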
# Starred values were filed as active, the others as inactive; ? = inconclusive; . = not tested or not shown; & = joins results of further samples; [ ] = dose if it differs, or a comment. The call rests on the fitted dose curve; in most records, active means well fitted curve in the direction sought with a large enough effect; inconclusive means small, poorly fitted or top-dose-only effect, or another doubt; inactive means no such curve, though single readings can be large; an effect the other way counts as inactive or inconclusive. Potency means the concentration at half of the fitted maximal effect.
SMILES,HTT cytoprotect,Tau fibril FP,Tau ThT inhib,GAA inh,GLA spleen mod,GAA spleen mod,Tau fluor counter,GAA glycogen mod
O=c1cc(-c2ccccc2)nc(SCc2ccccc2)[nH]1,-13%[10 µM],-4%,2%,-6%,0%,-2%,2%,1%
CCOC(=O)c1c(NC(=O)/C=C/c2ccc(OCC)c(OC)c2)sc2c1CCC2,.,-1%,-4%,.,.,.,-7%,1%[76.3 µM]
CCNC(=O)COC(=O)CNC(=O)c1cc(Cl)cc([N+](=O)[O-])c1,.,0%,-6%,5%,-1%,-1%,-11%,5%
CC(C)CC(=O)NCCCN1CCN(CCCNC(=O)CC(C)C)CC1,3%[1.9 µM],-3%,-7%,-3%,4%,0%,-3%,2%
COc1ccc(/C=C/C(=O)Nc2cccnc2)cc1OC,-46%[inhibitor],2%,2%,3%,3%,-11%,5%,-6%
CCOc1ccc(N2CC(C)Cn3c2nc2c3c(=O)n(Cc3c(F)cccc3Cl)c(=O)n2C)cc1 (configuration not stated),.,4%,-3%,.,.,.,2%,9%[76.3 µM]
Cc1ccc(C)c(N2CCN(C(=O)c3cc4sccc4n3C)CC2)c1,-12%,8%,?,-6%,-14%,1%,-10%,-4%
O=C(Nc1ccc(C(=O)O)cc1)/C(=C\c1ccc2c(c1)OCO2)NC(=O)c1ccc(Br)cc1,-20%,8%,19%,2%,-17%,0%,18%,-4%
Cc1oc2cc3oc(=O)c(CCC(=O)NCCc4ccccc4F)c(C)c3cc2c1C,.,-7%,-8%,.,.,.,1%,-21%[76.3 µM]
COc1ccc(C(=O)Nc2ccc(C(=O)OCC(=O)c3ccccc3)cc2)cc1,-15%,?,-17%,2%,6%,6%,-3%,8%
COc1cc(CNc2ccc(C)c(C)c2)cc(OC)c1OC,-26%,12%,?,-2%[15.4 µM],-2%,-2%,-30%,?
C[C@H](CO)NC(=O)[C@H](C)[C@@H]1C[C@@]1(C)[C@@H](NC(=O)OCc1ccccc1)c1ccccc1,-35%[inhibitor],-14%&-12%,-4%&-13%,4%[15.4 µM],6%&2%,4%&-7%,-10%&-22%,4%

# Part of the list above in order of count of non-hydrogen atoms, rising:
SMILES,HTT cytoprotect,Tau fibril FP,Tau ThT inhib,GAA inh,GLA spleen mod,GAA spleen mod,Tau fluor counter,GAA glycogen mod
O=c1cc(-c2ccccc2)nc(SCc2ccccc2)[nH]1,-13%[10 µM],-4%,2%,-6%,0%,-2%,2%,1%
COc1cc(CNc2ccc(C)c(C)c2)cc(OC)c1OC,-26%,12%,?,-2%[15.4 µM],-2%,-2%,-30%,?
CCNC(=O)COC(=O)CNC(=O)c1cc(Cl)cc([N+](=O)[O-])c1,.,0%,-6%,5%,-1%,-1%,-11%,5%
Cc1ccc(C)c(N2CCN(C(=O)c3cc4sccc4n3C)CC2)c1,-12%,8%,?,-6%,-14%,1%,-10%,-4%
CC(C)CC(=O)NCCCN1CCN(CCCNC(=O)CC(C)C)CC1,3%[1.9 µM],-3%,-7%,-3%,4%,0%,-3%,2%
CCOC(=O)c1c(NC(=O)/C=C/c2ccc(OCC)c(OC)c2)sc2c1CCC2,.,-1%,-4%,.,.,.,-7%,1%[76.3 µM]
Cc1oc2cc3oc(=O)c(CCC(=O)NCCc4ccccc4F)c(C)c3cc2c1C,.,-7%,-8%,.,.,.,1%,-21%[76.3 µM]
O=C(Nc1ccc(C(=O)O)cc1)/C(=C\c1ccc2c(c1)OCO2)NC(=O)c1ccc(Br)cc1,-20%,8%,19%,2%,-17%,0%,18%,-4%
CCOc1ccc(N2CC(C)Cn3c2nc2c3c(=O)n(Cc3c(F)cccc3Cl)c(=O)n2C)cc1 (configuration not stated),.,4%,-3%,.,.,.,2%,9%[76.3 µM]

# (further entries)
SMILES,HTT cytoprotect,Tau fibril FP,Tau ThT inhib,GAA inh,GLA spleen mod,GAA spleen mod,Tau fluor counter,GAA glycogen mod
CCCCNC(=S)NNC(=O)c1ccncc1,2%[10 µM],-8%,3%,1%,8%,6%,6%,?
CN(CC(O)Cn1cnc2c1c(=O)n(C)c(=O)n2C)c1ccccc1 (configuration not stated),14%[10 µM],4%,-5%,6%,-7%,-7%,-9%,0%
N#C/C(=C/c1ccc(Br)o1)C(N)=S,-22%[10 µM],-21%,18µM*,.,1%,-15%,28µM*[quencher],-10%
Cc1cccc(OCc2nc(C)cc(=O)[nH]2)c1,?,10%,-1%,-2%,-6%,-8%,5%,-21%
CCc1ccc2oc(-c3ccc(OC)cc3)cc(=Nc3c(C)n(C)n(-c4ccccc4)c3=O)c2c1,-161%[inhibitor],9%,11µM*,?,6%,1%,-30%,?
COc1ccc(Cn2c(CCC(=O)Nc3ccccc3OC)nc3cccnc32)cc1,-17%,-12%&-7%,0%&-7%,0%,4%,3%,-7%&-9%,-7%
CC(=O)Nc1ccc(NC(=O)CCCSc2nc3ccccc3[nH]2)cc1,-8%[10 µM],2%,-6%,.,-2%,-2%,3%,-4%
Fc1ccc(Cn2ccc(-c3cnc(-c4ccccc4)s3)n2)cc1,-9%,-5%,-17%,9%,21%,1%,?,-5%
CC(=O)OC[C@@H]1O[C@H](CCO/N=C(\C)CCC(=O)OC[C@@H]2O[C@H](C#Cc3ccccc3)C=C[C@@H]2Oc2ccc(C)cc2)C=C[C@@H]1OC(C)=O,16%[10 µM],2%[11.6 µM],-7%[11.5 µM],.,6%[17.5 µM],2%[17.4 µM],-7%[11.6 µM],.
O=C(COC(=O)CNC(=O)c1ccco1)Nc1ccc(F)cc1,-16%,4%,-6%,0%,-4%,4%,4%,-5%
CCCOc1ccc(Oc2nc(-c3ccncc3)nc3ccccc23)cc1,25%[10 µM],-10%,?,-2%[15.4 µM],3%,1%,-12%,4%
Cc1cccc(NS(=O)(=O)c2ccc3c(c2)OCCO3)c1,0%,-2%,-15%,?,0%,-6%,-21%,-3%
Cc1cc(NC(=O)c2cccc(S(=O)(=O)N3CCOCC3)c2)c2ccccc2n1,24%[10 µM],-2%,1%,-1%,2%,-3%,-4%,8%
CC[N+](CC)(CC#Cc1ccccc1)CC#Cc1ccccc1,-4%[10 µM],4%,-1%,.,0%,0%,5%,11%
COc1ccccc1C(=O)NC1(C(F)(F)F)C(=O)Nc2c1c(=O)[nH]c(=O)n2CCc1ccccc1 (configuration not stated),.,-10%,9%,.,.,.,7%,4%[76.3 µM]
COc1ccc(OC)c(NS(=O)(=O)c2ccc(NC(=O)C3COc4ccccc4O3)cc2)c1 (configuration not stated),13%[10 µM],-9%,-11%,-1%,0%,-2%,?,-16%
CCn1c(C(=O)NCc2ccc(C)cc2)cc2sc(Cl)cc21,.,-17%,-5%,.,.,.,-21%,6%[76.3 µM]
CSc1nnc(C(C)(C)C)c(=O)n1/N=C/c1ccccc1,15%[10 µM],-10%,-7%,.,4%,10%,-12%,3%
CC(=O)NC1(c2ccc(F)cc2)CCN(C(=O)c2c(F)cccc2F)CC1,-55%,0%,-3%,4%,2%,-3%,-4%,-9%
Cc1cccn2cc(CNC(=O)C3CCCCC3)nc12,5%[10 µM],3%,2%,2%,-1%,0%,4%,-3%
CC1CCCCN1Cc1c(O)ccc2c(=O)c(-c3ccc(Cl)cc3)coc12 (configuration not stated),.,-9%,-14%,.,.,.,-12%,-4%
CCc1ccc(OCC(=O)NC(NC(=S)Nc2ccccc2OC)C(Cl)(Cl)Cl)cc1 (configuration not stated),.,?,8%,0%,5%,3%,-16%,-2%
COc1cc2[nH]c(=S)n(Cc3ccc(C)o3)c(=O)c2cc1OC,-10%[0.074 µM],-10%,-10%,-3%,7%,11%,-11%,-10%
COC(=O)c1cn(Cc2ccccn2)c(=O)c2ccccc12,-19%,3%,-3%,-6%,-1%,0%,-1%,2%
CCC(C)(C)NC(=O)c1cc(C(=O)OC)cc([N+](=O)[O-])c1,-12%,3%,-6%,-1%,-1%,0%,-4%,-1%
CN(c1ccccc1C(=O)Nc1cccnc1)S(C)(=O)=O,-11%[0.074 µM],1%,3%,-10%,-2%,-7%,3%,6%
Cc1ccc(C(=O)N/N=C/C=C/c2ccccc2)cc1,-86%,0%,-18%,?,1%,0%,5%,12%
O=C(Nc1ccccc1)c1ccc(S(=O)(=O)NCc2ccco2)cc1,12%,0%,11%,-2%,0%,-17%,-8%,5%
CC(C)(C)N(C=C(Cl)Cl)C(=O)NC1CCCCC1,-2%,-2%,-1%,-3%,-5%,-6%,-1%,6%
Cc1cc(N2C(=O)C3C4CCC(C4)C3C2=O)no1 (configuration not stated),-2%[10 µM],0%,-6%,3%,-2%,3%,-4%,9%
CN1CCN(C2=CC3=CC(=C(C#N)C#N)CCC3CC2)CC1 (configuration not stated),-12%,-9%,?,?,-17%,-25%,-20%,-24%
CC1=C(C(=O)c2ccccc2)C(c2cccc([N+](=O)[O-])c2)NC(=S)N1 (configuration not stated),-12%,13%,-8%,-4%,-7%,-3%,-6%,0%
COc1ccc(NC(=O)Nc2cnccn2)cc1,2%[10 µM],8%,1%,.,6%,7%,1%,-9%
COc1ccc(CCNC(=O)C2CCCN2S(=O)(=O)c2ccc(F)cc2)cc1OC (configuration not stated),-9%[10 µM],5%,-1%,3%,-4%,-3%,1%,11%
CCc1cccc(NC(=O)C(NC(=O)C2CCCCC2)C(C)C)c1 (configuration not stated),4%,2%,-9%,3%,2%,-18%,-1%,8%
C(=C\c1nnc2c3ccccc3ncn12)/c1ccccc1,.,?,11%,6%,9%,-4%,?,0%
COc1ccc(/C=C/C(=O)Nc2ccc(Cl)cc2Cl)cc1,.,-11%,?,.,.,.,-7%,7%[76.3 µM]

# Screening data deposited in PubChem by National Center for Advancing Translational Sciences (NCATS).
